ELG1 repair inh: blocks ELG1-dependent DNA repair in HEK293T cells. HEK293T ELG1-luciferase reporter, luminescence, 16 h; DNA damage induced by 5-fluorouridine. Potency, µM (top dose mostly 46.1 µM), without a hit: at the top dose activity change, negative = inhibition, usual class: inhibitors. 330,000 tested, 2.3% active; also: potency is read from the fitted curve at half-maximal effect; % is scaled to controls: 0 for no effect and ±100 for the full control effect; nearly all actives have a fitted effect of over 55% in size
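Luminescence from the luciferase reporter, measured 30 min after ONE-Glo reagent at room temperature, was the read-out. Beforehand, 2,000 cells per well were exposed for 16 hr at 37 °C to 5-fluorouridine together with compound or vehicle.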
Eya2 phos inh: inhibitors of human Eya2 phosphatase activity; O00167; recombinant Eya2, OMFP fluorescence dephosphorylation (OMFP is methylfluorescein phosphate); Potency, µM (highest dose often 76.9 µM), for inactives: at the highest dose activity, negative = inhibition, most hits filed as inhibitors; 330,000 tested, 0.006% active; AID 488837; also: potency is read from the fitted curve at half-maximal effect; % is scaled to controls: 0 for no effect and ±100 for the full control effect
Target sequence (O00167 whole entry, looked up): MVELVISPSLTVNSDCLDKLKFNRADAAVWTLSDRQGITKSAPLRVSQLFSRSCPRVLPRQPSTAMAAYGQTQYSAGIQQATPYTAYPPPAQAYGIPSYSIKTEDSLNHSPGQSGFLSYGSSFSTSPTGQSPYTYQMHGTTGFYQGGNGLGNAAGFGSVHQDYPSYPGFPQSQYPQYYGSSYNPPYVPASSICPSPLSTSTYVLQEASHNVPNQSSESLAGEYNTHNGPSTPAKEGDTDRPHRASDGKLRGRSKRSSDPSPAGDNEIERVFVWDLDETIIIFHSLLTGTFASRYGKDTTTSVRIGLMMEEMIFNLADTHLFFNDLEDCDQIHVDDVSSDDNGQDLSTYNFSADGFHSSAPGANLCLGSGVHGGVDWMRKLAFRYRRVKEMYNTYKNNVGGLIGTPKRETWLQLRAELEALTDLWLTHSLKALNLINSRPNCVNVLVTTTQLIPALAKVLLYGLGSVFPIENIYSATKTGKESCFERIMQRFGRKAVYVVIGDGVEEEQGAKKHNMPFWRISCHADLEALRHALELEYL
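Eya2 (0.2 uM) preincubated 10 min at ambient with compound, then OMFP substrate added at 50 uM; 10 min reaction in 50 mM HEPES pH 7.5, 50 mM NaCl, 5 uM MgCl2, 0.05% BSA, 1 mM DTT. Fluorescence read at Ex 485/Em 525 nm.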
USP2a inh: USP2a (human) protease inhibition; USP2 core, Ub-CHOP2 coupled fluorogenic reporter, 485/531; Potency, µM (titrated, usually from 38.3 µM), for inactives: at the highest dose activity change, negative = inhibition, hits mostly inhibitors; 330,000 tested, 0.01% active; AID 463254;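 also: potency is read from the fitted curve at half-maximal effect; plate controls were DMSO wells for no effect and full inhibition by NEM control for full effect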
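USP2 core (10nM final) preincubated 30min RT with compound in 20mM Tris-HCl pH 8.0, 2mM CaCl2, 2mM beta-mercaptoethanol, 0.05% CHAPS; 25nM Ub-CHOP2 plus 25nM reporter substrate added, fluorescence (Ex485/Em531) read after 60min.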
uPA generation: cell surface uPA generation inhibition; 330,000 tested, 0.31% active; AID 540303; Potency, µM (doses to about 38.3 µM), without a hit: at the top dose activity change, negative = inhibition, actives largely listed as inhibitors; cell surface uPA generation assay, qHTS; active = well fitted inhibition curve with a large enough effect; inconclusive = small, poorly fitted or top-dose-only effect; inactive = no such curve, though single readings can be large or run the other way; tested in mouse RAW 264.7 cells; also: potency is read from the fitted curve at half-maximal effect; % is scaled to controls: 0 for no effect and ±100 for the full control effect; nearly all actives have a fitted effect of over 55% in size
Chronic BCR inh: blocks chronic active B-cell receptor signaling; 340,000 tested, 0.05% active; AID 493014; ABC-DLBCL IkBa-CBG/CBR reporter, luminescence ratio, 4 h; Potency, µM (highest dose often 46.1 µM), for inactives: at the highest dose ratio change, negative = lower green/red ratio, actives largely listed as inhibitors; active = well fitted inhibition curve with a large enough effect in the signal ratio, with a control signal flat, not every such curve was filed as active; inconclusive = small, poorly fitted or top-dose-only effect, or effect the other way, or a change in a side signal; the % refers to the signal ratio;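 also: potency is read from the fitted curve at half-maximal effect; plate controls were basal doxycycline-induced cells for no effect and cells given 10 µM MG132 for full effect; MG132 reads +100%, hits lower the ratio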
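Concentration-response series (up to 46 uM) were applied to TMD8 dual-reporter cells for 4 h at 37C with doxycycline. Green/red ratio, after filter-overlap correction, defined %Activity; red signal alone was normalised to basal cells and zero luminescence.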
B2AR arrestin: recruits beta-arrestin to the human beta2-adrenergic receptor. P07550. beta-arrestin recruitment to beta2AR, cell-based reporter. Potency, µM (series often up to 46.1 µM), for inactives: at the top dose activation, most hits filed as activators. 330,000 tested, 0.02% active;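 also: potency is read from the fitted curve at half-maximal effect; 0% = DMSO controls and full agonism = EC100 isoproterenol or metaproterenol; nearly all actives have a fitted effect of over 65% in size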
TSHR antag: human thyrotropin receptor antagonism. AID 504810. TSHR-expressing cells, TSH-stimulated cAMP HTRF, 2 h; hits give low values. 330,000 tested, 0.2% active. activity change, negative = inhibition, % at 11.5 µM. P16473;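 active = activity change below a set negative limit, meaning inhibition stronger than a set level, cut at about -70% in these data; inconclusive = activity change between two set negative limits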; also: % is scaled to controls: 0 for no effect and ±100 for the full control effect
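Cell-based HTRF cAMP assay; TSHR cells + compound, TSH EC80 (4nM final), 2 h, 37 deg C. Lysis with anti-cAMP cryptate and cAMP-d2, 30 min RT, read 665/620 nm.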
Mito fusion act: inhibitors of mitochondrial division or activators of mitochondrial fusion; S. cerevisiae fusion-defective mutant growth rescue, CellTiterGlo 48 h; Potency, µM (doses to about 46.1 µM), for inactives: at the top dose growth rescue (activation), hits mostly activators; 320,000 tested, 0.23% active; AID 485298;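 also: potency is read from the fitted curve at half-maximal effect; % of control where 0% means no effect; nearly all actives have a fitted effect of over 45% in size; temperature-sensitive fusion mutants such as fzo1-1 at 37 °C on non-fermentable ethanol glycerol medium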
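S. cerevisiae fusion-defective temperature-sensitive mutants (e.g. fzo1-1, mgm1-5) grown 48 h at 37C in YPEG (ethanol/glycerol non-fermentable) medium with 23 nl compound per well; growth rescue read as CellTiterGlo luminescence.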
TCR activator: T cell receptor activation | primary human leukocytes, anti-CD3, IL-2 HTRF, 48 h | Potency, µM (series often up to 9.22 µM), for the others: at the top dose activation of IL-2 secretion, most hits filed as activators | 330,000 tested, under 10 active | AID 504894; also: % of control where 0% means no effect
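HTRF read-out of IL-2 secretion: europium cryptate donor excited at 320nm, d2 acceptor emission at 665nm. Cells were primary human leukocytes incubated 48 hr with compounds and a-CD3 beads, supplying TCR signal only.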
Tb PFK block: inhibitors of T. brucei phosphofructokinase | T. brucei PFK, ADP-Glo luminescence | Potency, µM (doses to about 57.5 µM), without a hit: top-dose activity, negative = inhibition, actives largely listed as inhibitors | AID 485367 | O15648 | 330,000 tested, 0.17% active;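 also: potency is read from the fitted curve at half-maximal effect; 0% = uninhibited 1x PFK enzyme wells and -100% = no-enzyme wells; nearly all actives have a fitted effect of over 60% in size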
Target sequence (O15648 whole entry, looked up): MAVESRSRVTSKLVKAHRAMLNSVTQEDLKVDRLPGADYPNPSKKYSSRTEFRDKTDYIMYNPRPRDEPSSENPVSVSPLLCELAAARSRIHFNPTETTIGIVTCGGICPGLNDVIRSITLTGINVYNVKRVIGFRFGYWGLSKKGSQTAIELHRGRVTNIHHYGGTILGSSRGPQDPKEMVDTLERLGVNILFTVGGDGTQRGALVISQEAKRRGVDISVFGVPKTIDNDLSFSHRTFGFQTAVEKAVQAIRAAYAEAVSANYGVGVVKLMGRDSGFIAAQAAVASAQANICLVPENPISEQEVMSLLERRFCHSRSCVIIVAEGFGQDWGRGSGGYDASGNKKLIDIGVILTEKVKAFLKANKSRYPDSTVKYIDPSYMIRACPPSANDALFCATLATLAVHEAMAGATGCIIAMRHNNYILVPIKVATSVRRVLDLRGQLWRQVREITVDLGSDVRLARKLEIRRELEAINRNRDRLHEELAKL
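1.25 nM PFK with 0.5 mM F6P and 0.1 mM ATP in 0.1 M TEA pH 8.0, 5 mM MgCl2, incubated 45 min at room temperature; ADP measured by ADP-Glo luminescence; compounds titrated up to 57 uM.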
TSG101-PTAP inh: blocks PTAP/TSG101 interaction to inhibit HIV-1 budding | Fluorescence polarization, FITC-PTAP peptide / Tsg101 binding | Potency, µM (top dose mostly 115 µM), for inactives: top-dose activity change, negative = inhibition, hits mostly inhibitors | 340,000 tested, under 10 active | Q99816 | AID 493005; active = well fitted inhibition curve with a large enough effect in the main read-out, with a control signal flat, not every such curve was filed as active; inconclusive = small, poorly fitted or top-dose-only effect, or effect the other way, or a change in a side signal; inactive = no such curve, though single readings can be large or run the other way; also: potency is read from the fitted curve at half-maximal effect; % of control where 0% means no effect
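Compounds were pin-transferred onto Tsg101 binding domain (10 uM final) in HEPES pH 7.5 buffer, then FITC-PTAP peptide was added at 50 nM final. After 20 min at RT, polarization reported peptide displacement across a qHTS concentration series.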
* = called active by the depositor; u = inconclusive; x = no result given; [ ] = dose if it differs, or a comment. Unless noted, calls follow the shape of the dose curve; as a rule, active = well fitted curve in the direction sought with a large enough effect; inconclusive = small, poorly fitted or top-dose-only effect, or another doubt; inactive = no such curve, though single readings can be large; an effect the other way counts as inactive or inconclusive.

SMILES | ELG1 repair inh | Eya2 phos inh | USP2a inh | uPA generation | Chronic BCR inh | B2AR arrestin | TSHR antag | Mito fusion act | TCR activator | Tb PFK block | TSG101-PTAP inh
O=C(Nc1ncc(Cc2cccc(C(F)(F)F)c2)s1)c1ccc(-c2cccc([N+](=O)[O-])c2)o1 | 12µM* | -9% | 2% | 2% | 0% | -0.5% | -15 | -3% | 6%[46.1 µM] | -4% | -2%
O=C(Nc1ccccc1N1CCN(c2ccc(F)cc2)CC1)C1CCCCC1 | -3% | -1% | 3% | 4% | -6% | 0.1% | -5 | 0% | 4% | 0% | -1%
O=C1/C(=C/c2ccccc2O)SC(=S)N1Cc1cccnc1 | 5% | -5% | 3% | u | 2% | -0.2% | 3 | 0% | -1%[46.1 µM] | -3% | 0%
COC(=O)c1ccc(CNC(=O)c2ccc3c(c2)NC(=O)CS3)cc1 | 2% | -2% | 2% | 8% | u | -0.1% | -7 | 1% | 4% | -4% | -1%
Cc1cc(COc2ccccc2OCc2cc(C)no2)on1 | 9% | -3% | 0% | x | -1% | -0.1% | 26 | 5% | 1% | -7% | -7%
O=C(NCCN1CCOCC1)c1cccc(Cl)c1 | 12% | -1% | 0% | 9% | -8% | 0.0% | 17 | 3% | -4%[46.1 µM] | -3% | x
COc1ccc(OC)c(NC(=O)CSc2nnc(CNc3ccc(F)cc3)o2)c1 | 0% | 13% | 0% | 0% | 0% | -1.2% | 4 | 3% | -2% | u | -2%
CCOc1ccc(Nc2nc3c(C)cccc3cc2C#N)cc1 | 16% | -2% | 6% | 3% | 0% | -0.3% | -1 | 2% | x | 6% | u
COc1ccc(S(=O)(=O)NCC2CCCO2)cc1NC(=O)c1ccccc1 (configuration not stated) | 1% | 3% | -1% | 1% | 3% | 0.0% | 13 | 0% | 0% | 3% | x
C/C=C/C1=CC(=O)C[C@H](c2ccc(OC)c(OC)c2)C1 | -21% | 4% | -5% | u | -10% | -0.9% | -4 | -5% | 0% | 1% | -8%
Cc1cc(NC(=O)CSc2nc3c(C)ccc(C)c3cc2C#N)no1 | 0% | 0% | 2% | -2% | 1% | -1.6% | -13 | 5% | -4% | 1% | 0%
CCNC(=O)COC(=O)c1cccc(Br)c1 | u | -15% | -1% | -1% | -6% | -0.1% | 5 | -2% | 0% | -15% | -7%
CC(C)CN1CCC(=O)N(CCSc2ccccc2)CC1 | u | 14% | -1% | -12% | 1% | -0.3% | 43 | 0% | 8% | -1% | -4%
CCN(CC)C(=O)CSc1nc2ccccc2c(=O)n1-c1ccccc1OC | -3% | -21% | 0% | 3% | 0% | -0.1% | 7 | -8% | -2% | -7% | -1%
CCCCC(=O)Nc1sc2c(c1C(N)=O)CCC2 | u | 1% | -1% | -2% | u | -0.3% | 6 | 21% | 26% | 2% | 0%
CNC(=S)N1CCc2cc(OC)c(OC)cc2C1COc1ccc(F)cc1 (configuration not stated) | u | -3% | -1% | -4% | u | 0.1% | -12 | -1% | -5% | 2% | -8%
O=c1cc(N2CCCCC2)c(-c2ccccc2)nn1Cc1ccccc1Cl | 0% | -2% | 2% | 11% | 24% | -0.5% | -6 | -16% | 0% | -3% | 0%
COc1cc(COc2ccc3c(C)c(CC(=O)O)c(=O)oc3c2C)cc(OC)c1OC | 26% | -2% | 3% | 6% | 7% | -0.9% | -12 | -2% | 3% | 17% | -6%
CCc1nnc(NC(=O)c2cc(C)oc2C)s1 | 16% | -4% | 0% | -8% | 2% | 0.5% | 22 | -4% | 4% | 0% | 0%
CCN(CC)c1ccc(/C=N/Nc2nc3ccccc3[nH]2)cc1 | u | -5% | 0% | u | u | 3.5% | -6 | -13% | -1%[46.1 µM] | 0% | 0%
CCC1CCCCN1C(=O)CCC(=O)Nc1nnc(C(F)(F)F)s1 (configuration not stated) | 4% | 9% | -1% | -3% | u | 0.2% | -16 | -2% | 6% | 0% | -2%
COC(=O)c1ccc(CNC(=O)N2CCN(S(=O)(=O)c3ccc(C)cc3)CC2)cc1 | -14% | -5% | 0% | -3% | 1% | 0.1% | -2 | 6% | 3% | -3% | -4%
C/C(=N/NC(=O)C(C)n1nc(C)c([N+](=O)[O-])c1C)c1ccc(OCC(N)=O)cc1 (configuration not stated) | 8% | -4% | -2% | -2% | -5% | -0.1% | -5 | -5% | -3% | 3% | -2%
O=C(OCC(=O)N1CCOCC1)c1ccc2ccccc2c1O | u | 4% | 0% | 0% | u | -0.1% | -2 | -4% | 1% | -5% | 1%
COc1ccc(N(C(=O)Cn2nnc3ccccc32)C(C(=O)NCc2ccco2)c2ccc(C)o2)cc1 (configuration not stated) | -24% | 8% | -5% | 12% | u | 10% | -6 | 12% | 3% | -9% | -3%
Cc1noc(C(=O)Nc2cccnc2Cl)c1Cl | 11% | 7% | 0% | -5% | 0% | 0.4% | 3 | 6% | -7% | 8% | -5%
CCOc1ccc(S(=O)(=O)NCCC(=O)N2CCN(c3ncccn3)CC2)cc1 | 11% | 8% | 2% | -2% | -2% | -0.2% | 9 | 3% | -1% | 0% | -3%
O=C(O)CC(NC(=O)C(c1ccccc1)c1ccccc1)c1cccc([N+](=O)[O-])c1 (configuration not stated) | 0% | -5% | 2% | 3% | -1% | -0.2% | 0 | 4% | 0% | 1% | -2%
COc1ccccc1NC(=O)c1ccc(SCC(=O)NCc2ccccc2Cl)c([N+](=O)[O-])c1 | u | 0% | 2% | 13% | 11% | -0.4% | -2 | 1% | -5%[46.1 µM] | 0% | -6%
CCc1ccc(N(CC(=O)NC(C)(C)C)C(=O)CCC(=O)Nc2ccccn2)cc1 | 0% | 7% | 0% | 9% | -7% | 0.7% | -8 | 1% | 12% | 2% | -5%
Cc1ccc(OC(=O)CN2C(=O)c3ccccc3C2=O)cc1C | -8% | -3% | 1% | -1% | -2% | 0.3% | -9 | 0% | 1% | -1% | -12%
CCn1cc(C2=NOC(C(=O)Nc3ccc4c(c3)OCO4)C2)c(C)n1 (configuration not stated) | -13% | -2% | 0% | x | 0% | -1.0% | 2 | -2% | 2% | -1% | -5%
COc1ccc(N(C)C(=O)c2cc3c(Cl)nc4ccccc4c3s2)cc1 | u | -27% | 5% | -1% | 0% | -0.1% | 6 | 11% | 5%[46.1 µM] | -1% | 1%
CC(=O)Nc1cccc(-n2nnc(SCC(=O)Nc3ccc(F)c(Cl)c3)n2)c1 | -13% | 11% | -1% | 1% | u | 0.2% | 0 | 2% | 0% | -11% | 1%
COc1cc(C(=O)NCC(=O)OCc2cc(=O)oc3c(C)c(C)ccc23)cc(OC)c1OC | -12% | 11% | 1% | 4% | u | 0.3% | -13 | -4% | 3% | 1% | 1%
CCN(CC)CCN(C(=O)c1cc2ccccc2cc1OC)c1nc2ccc(OC)cc2s1 | -4% | -5% | -1% | u | -11% | 0.3% | 0 | -14% | 7% | 1% | -3%
CCC(C)NC(=O)N1c2ccccc2Sc2ccccc21 (configuration not stated) | 0% | 16% | -2% | 3% | u | 0.4% | -7 | 9% | 0% | 2% | -5%

Whole records, quoted from the list. Values in the order: ELG1 repair inh, Eya2 phos inh, USP2a inh, uPA generation, Chronic BCR inh, B2AR arrestin, TSHR antag, Mito fusion act, TCR activator, Tb PFK block, TSG101-PTAP inh
COc1cc(C(=O)NCC(=O)OCc2cc(=O)oc3c(C)c(C)ccc23)cc(OC)c1OC reads -12%, 11%, 1%, 4%, u, 0.3%, -13, -4%, 3%, 1%, 1%
COc1ccc(N(C)C(=O)c2cc3c(Cl)nc4ccccc4c3s2)cc1 reads u, -27%, 5%, -1%, 0%, -0.1%, 6, 11%, 5%[46.1 µM], -1%, 1%
CC(=O)Nc1cccc(-n2nnc(SCC(=O)Nc3ccc(F)c(Cl)c3)n2)c1 reads -13%, 11%, -1%, 1%, u, 0.2%, 0, 2%, 0%, -11%, 1%

Screening results from PubChem BioAssay.
